Bioassay records as filed in PubChem.
IkB signaling: inhibitors of IkB signaling in ABC-DLBCL cells; ABC-DLBCL IkBa-CBG/CBR dual luciferase ratio, 4 h; response scale: scaled: untreated 0%, proteasome inhibitor 100%; Potency, µM (titrated, usually from 57.1 µM), for inactives: at the top dose IkBa stabilization activation; 0.04% of 110,000 active; active means well fitted curve in the direction sought with a large enough effect in the signal ratio, not every such curve was filed as active; inconclusive means small, poorly fitted or top-dose-only effect, or a change in a side signal; the % refers to the signal ratio;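 further: the direction sought is a rising ratio; 0% = basal untreated cells and 100% = reference inhibitor full response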
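In this assay, an IκBα–CBG68 fusion accumulates when IKK-driven degradation is blocked; native CBR normalizes for cell number. OCI-Ly3 cells were treated 4 h with compound and doxycycline, then green and red light read after Chroma-Glo addition.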
Imprint erasure: inducers of genomic imprint erasure in mouse ES cells; AID 1948; Potency, µM (highest dose often 60.7 µM), inactives show at the top dose activity change, positive = activation, hits mostly activators; mouse ES Peg3-LacZ reporter, beta-gal luminescence, 40 h; 0.02% of 110,000 active;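 further: 0% = negative control wells on the plate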
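Readout: BetaGlo luminescence (5 min, room temp) for LacZ from the normally silent maternal Peg3 allele in female Peg3LacZ-Neo ES cells. Cells 300/well, 40 h, 37C, 5% CO2. Data normalized per plate to negative controls.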
p53ts 32C kill: cytotoxicity in p53ts cells at permissive temperature; H1299-p53A138V at 32C, ATP luminescence viability, 24 h; Potency, µM (series often up to 46.1 µM), for inactives: at the top dose activity change, negative = cytotoxicity, actives largely listed as cytotoxic; 0.93% of 130,000 active; AID 924;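 further: 0% = DMSO and -100% = full killing by reference compound; nearly all actives have a fitted effect of over 55% in size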
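ATP-content luminescence (ATPlite) read-out after 24 h compound exposure at 32C in H1299-p53A138V cells (600/well). Tested up to 46 uM. Normalized to DMSO (0%) and 100 uM tamoxifen (100% killing); Hill-fit AC50.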
p53ts 39C tox: cytotoxicity in p53ts cells at nonpermissive temperature; 1.5% of 130,000 active; Potency, µM (top dose mostly 46.1 µM), without a hit: at the highest dose activity change, negative = cell killing, hits mostly cytotoxic; H1299-p53A138V viability at 39C, ATP luminescence, 24 h; further: nearly all actives have a fitted effect of over 55% in size
Starred values were filed as active, the others as inactive; ? = inconclusive; · = no result given; [ ] = remark or other dose. Unless noted, the call rests on the fitted dose curve; in most records, active means well fitted curve in the direction sought with a large enough effect; inconclusive means small, poorly fitted or top-dose-only effect, or another doubt; inactive means no such curve, though single readings can be large; an effect the other way counts as inactive or inconclusive. Unless noted, on the % scale 0 is the no-effect control and ±100 the full control effect; potency means the concentration at half of the fitted maximal effect.

Values run as follows: IkB signaling	Imprint erasure	p53ts 32C kill	p53ts 39C tox
Fc1cccc(-c2cc3nc4c(c(N5CCC6(CC5)OCCO6)n3n2)CCCC4)c1
 : 0.9%	-8%	-3%	-11%
COc1cc(Cl)c(C)cc1NC(=O)Cn1cc(S(=O)(=O)N2CCC(C)CC2)c2ccccc2c1=O
 : 6.4%	-15%[10.9 µM]	13%	-7%
COc1ccc(CNC(=O)C2CCN(c3nc4ccccc4[nH]3)CC2)cc1OC
 : -0.2%	12%[10.9 µM]	31%[activator]	24%
Cc1ccc(CNC(=O)Cn2c(=O)ccc3cc(S(=O)(=O)N4CCCC4)ccc32)cc1
 : 0.7%	13%[10.9 µM]	-2%	2%
COc1cc(C)ccc1OCCSc1nc(-c2cccc(C)c2)nc2cc(=O)[nH]n12
 : ?	-16%[10.9 µM]	9%	-7%
Cc1cc(=O)oc2cc(OCC(O)CN3CCN(c4ccccc4)CC3)ccc12 (stereo not drawn)
 : -2.4%	-11%	0%	-4%
CN1C(=S)SC(/[N+]([O-])=C\c2cccs2)C1(C)C (stereo not drawn)
 : -1.7%	7%	6%	0%
COc1ccc(CNC(=O)C2COc3ccccc3O2)cc1 (stereo not drawn)
 : 1.0%	-12%	-9%	3%
O=C(CN1CCN(Cc2ccc(F)cc2)C1=O)NCc1ccccc1Cl
 : 1.7%	-15%[10.9 µM]	5%	-15%
FC(F)(F)c1cc(CN2CC3(CCNCC3)C2)cc(C(F)(F)F)c1
 : -4.0%[11.4 µM]	·	-4%	-9%
COC(=O)CN(C)C1CC(=O)N(c2ccc(Cl)cc2)C1=O (stereo not drawn)
 : -2.1%	-6%	9%	12%
CCn1c(COc2ccccc2C)nnc1SCC(=O)CC(=O)Nc1ccccc1OC
 : ?	-17%	9%	0%
CC(=O)N1CCN(CCN=CC2=C(O)CC(c3ccco3)CC2=O)CC1 (stereo not drawn)
 : 3.0%	0%	-1%	11%
Cc1ccc2c(=O)cc(CSc3ccccc3)[nH]c2c1C
 : ?	11%[10.9 µM]	3%	-1%
CCOC(=O)c1cccc(NC(=O)CS(=O)(=O)Cc2nc(-c3cccc(OC)c3)oc2C)c1
 : 1.4%	-12%	-3%	-11%

Next part
Values run as follows: IkB signaling	Imprint erasure	p53ts 32C kill	p53ts 39C tox
CCC(C)NC(=O)CSc1nnc(-c2ccncc2)n1-c1ccc(OC)cc1 (stereo not drawn)
 : 0.1%	-10%	-2%	0%
Cc1nc(-c2ccc(S(=O)(=O)NCc3ccc(F)cc3)cc2)co1
 : -1.8%	-8%[10.9 µM]	-7%	-21%
O=C(Cc1ccc(-n2cccc2)cc1)N1CCc2ccccc21
 : 0.9%	-16%	14%	2%
CCNc1ncc2nc(-c3ccc(Cl)cc3)c(=O)n(-c3ccccc3)c2n1
 : -2.5%[11.4 µM]	·	-24%	-1%
CN(c1ccc(C(=O)NCCSC(C)(C)C)cc1)S(C)(=O)=O
 : 0.7%	-9%	-6%	2%
COc1ccc(OC)c(NC(=O)N(C)CCc2c(C)nn(C)c2C)c1
 : -0.6%	-5%[10.9 µM]	-4%	12%
COc1cc(-c2nc3n(n2)C(c2ccc(F)cc2)C(C(N)=O)=C(C)N3)cc(OC)c1OC (stereo not drawn)
 : ?	-9%[10.9 µM]	-8%	13%
CC(C)=CCc1c2c(c3occ(-c4ccc(O)cc4)c(=O)c3c1O)C=CC(C)(C)O2
 : ·	-31%[inhibitor]	?	?
COc1cccc(NC(=O)N(CCCN2CCOCC2)C(C)c2cc3cccc(OC)c3o2)c1 (stereo not drawn)
 : 0.8%	-4%	-4%	6%
Cc1noc(C)c1COc1ccc(C(=O)OCc2nnc(-c3ccc(Cl)cc3)o2)cc1
 : 5.5%	-17%	-6%	-15%
CCOC(=O)c1c(S(=O)(=O)N2CCC(C(=O)Nc3cccc(C)n3)CC2)c(C)n(C)c1C
 : 1.3%	-15%[10.9 µM]	8%	-11%
Cc1ccc(NC(=O)c2sc3nc(-c4cccs4)ccc3c2N)cc1F
 : ?	-23%[10.9 µM]	-7%	-19%
COc1ccc(CCNC(=O)CSc2nnnn2-c2ccccc2OC)cc1OC
 : 4.6%	?	4%	-2%
COC(=O)c1[nH]c(C)c(/C(O)=C2\C(=O)C(=O)N(CCCN3CCOCC3)C2c2ccccn2)c1C (stereo not drawn)
 : 1.7%	?	-4%	19%
CCOCCCNC(=O)c1c[nH]c2ccc(S(=O)(=O)N(C)c3ccc(Cl)cc3F)cc2c1=O
 : ?	-19%[10.9 µM]	0%	-24%

Next part
Values run as follows: IkB signaling	Imprint erasure	p53ts 32C kill	p53ts 39C tox
CN(C)c1ncc2nc(-c3ccc(Cl)cc3)c(=O)n(CCC#N)c2n1
 : 0.6%[11.4 µM]	5%	-1%	-10%
COC(=O)C1=CN(C)C=C(C(=O)OC)C1c1ccsc1
 : 1.0%	-6%	5%	7%
COC(=O)C1C(O)=C(C=NCC(C)N=CC2=C(O)C(C(=O)OC)C(C)(C)CC2=O)C(=O)CC1(C)C (stereo not drawn)
 : -0.5%	-3%	-6%	7%
CCCCNC(=O)CCCn1c(=O)c2ccccc2n(Cc2c(C)cc(C)cc2C)c1=O
 : 0.9%	-3%[10.9 µM]	-2%	-9%
COc1ccc(-n2nnnc2-c2cccnc2)cc1
 : -0.7%	-2%	-4%	19%
O=C(Nc1nc(-c2ccc(S(=O)(=O)N3CCCC3)cc2)cs1)c1cccs1
 : ?	-5%	-7%	-10%
COCCn1c(=O)c(-c2cccs2)nc2cnc(N3CCN(C)CC3)nc21
 : -0.3%[11.4 µM]	-8%	-3%	-2%
CC(CCc1ccccc1)NC(=O)c1cc2sccc2n1C (stereo not drawn)
 : ·	·	9%	6%
COc1ccc(S(=O)(=O)c2c(O)c3ccc(C(=O)NCc4ccc(F)cc4)cc3[nH]c2=O)cc1
 : -1.2%	22%[10.9 µM]	-1%	-2%
CCCCCn1cc2c(c1-c1ccccc1Br)c(=O)n(C)c(=O)n2C
 : ?	-5%[10.9 µM]	13%	-4%
CCn1nc(-c2ccccc2)c2nc3ccccc3nc21
 : -1.9%	-4%	-10%	-16%
CCCOc1ccc(C(=O)N(Cc2ccco2)Cc2ccco2)cc1
 : ?	22%[10.9 µM]	5%	-29%
Cc1cc(O)c(C(c2ccccc2Cl)N2CCN(c3ccccc3)CC2)c(=O)n1Cc1ccco1 (stereo not drawn)
 : 5.3%	-5%[10.9 µM]	1%	-23%
Cc1ccc(-n2c(SCC(=O)Nc3ccc4c(c3)OCO4)nc3c([nH]c4ccccc43)c2=O)cc1
 : -2.0%	25%[10.9 µM]	1%	-18%
CCN(CC(=O)NCc1ccc(F)cc1)C(=O)C1CCN(C(=O)Nc2ccccc2)CC1
 : 1.0%	-12%	1%	-2%

Further records follow:
SMILES	IkB signaling	Imprint erasure	p53ts 32C kill	p53ts 39C tox
CCOC(=O)N1CCC(N2Cc3cccc(C(=O)NCc4ccccn4)c3C2=O)CC1	-0.2%	27%	10%	13%
COc1ccc(CCC(C(O)C(F)(F)F)S(=O)c2ccccc2)cc1 (stereo not drawn)	0.8%	-11%	4%	-10%
Cc1ccc(-c2nnc(Nc3ccc(O)cc3)c3ccccc23)cc1S(=O)(=O)NC(C)(C)CO	?	-10%[10.9 µM]	?	?
CCCc1ccc(OCC(=O)Nc2sc3c(c2C(=O)OCC)CCC(C(C)(C)C)C3)cc1 (stereo not drawn)	5.5%	-1%[10.9 µM]	1%	22%
CC(=O)Nc1nonc1-c1nnc(SCC(=O)Nc2ccccc2)n1-c1ccccc1	?	2%[10.9 µM]	9%	7%
Cc1ccc(-c2nc(CS(=O)CC(=O)N3CCN(c4cccc(Cl)c4)CC3)c(C)o2)cc1 (stereo not drawn)	0.3%	-9%[10.9 µM]	-7%	13µM*
O=S(=O)(c1ccccc1)N1CCC2(CCN(Cc3nccs3)CC2)CC1	1.1%[11.4 µM]	·	-2%	-6%
COC(=O)C1CCN(C(=O)COC(=O)CC(NC(N)=O)c2ccc(Cl)cc2)CC1 (stereo not drawn)	1.4%	-10%	15%	-3%

Remaining list, next part
SMILES	IkB signaling	Imprint erasure	p53ts 32C kill	p53ts 39C tox
COCCn1c(C)cc(C(=O)COC(=O)C23CC4CC(CC(O)(C4)C2)C3)c1C	0.6%	5%	-12%	0%
Cc1nnc(NC(=O)NCN2C(=O)C3C4C=CC(C4)C3C2=O)s1 (stereo not drawn)	1.9%	22%	-6%	-6%
Cc1ccc2nc(Cl)c3cc(C(=O)NC4CCCCCC4)sc3c2c1	?	-12%[10.9 µM]	-2%	3%
COc1ccc(C(=O)N2CCC3(CCN(C(=O)Nc4ccccc4)CC3)CC2)cc1	0.4%[11.4 µM]	·	-3%	-3%
Cc1ccc(Sc2ccc(N3CCCC(C(=O)Nc4ccc(Br)cc4)C3)nn2)cc1 (stereo not drawn)	?	-11%[10.9 µM]	17%	9%
Cc1ccc(-n2c(CNc3ccc(F)cc3)nnc2SCC(=O)NCc2ccco2)cc1	2.1%	-8%	2%	4%
COc1ccc(CNC(=O)Cn2c(-c3ccccc3)cc(C(C)=O)c2C)cc1OC	-0.7%	-8%[10.9 µM]	-1%	-17%
COc1ccccc1-c1nnc(SCC(=O)Nc2cc(C)on2)o1	-0.8%	3%	11%	2%

Other structures follow:
SMILES	IkB signaling	Imprint erasure	p53ts 32C kill	p53ts 39C tox
Cn1c(=O)n(Cc2ccccc2F)c(=O)c2c1nc1n2CCCN1CCc1ccccc1	0.2%	16%	8%	-5%
O=C1NC(=O)c2cc(NC(=O)C3CCCCC3)ccc21	1.5%	-3%	18%	4%
Cc1ccccc1N(CC(=O)NCc1ccc2c(c1)OCO2)C(=O)CCC(=O)Nc1ccccn1	-1.4%	-3%	5%	-12%
Cc1ccc(NC(=O)CN2C(=O)CCSc3ccc(S(=O)(=O)N4CCCC4)cc32)cc1C	3.4%	-17%[10.9 µM]	9%	-18%
COc1ccc(N(CC(=O)NCc2cccnc2)S(=O)(=O)c2c(C)nn(C)c2C)cc1	-2.1%	-1%	-4%	5%
CCOC(=O)N1CCC(N2C(=O)c3ccccc3C2Nc2ccccc2C)CC1 (stereo not drawn)	-2.2%	-12%	12%	19%
CN(C(=O)CSc1nc2ccccc2n1CCc1ccccc1)C1CCS(=O)(=O)C1 (stereo not drawn)	-0.7%	-12%	1%	-4%
CCOC(=O)c1c(C)oc2ncnc(N3CCN(c4ccccc4)CC3)c12	?	9%[10.9 µM]	-2%	9%

Reprinted at random: 4 records from the list.
SMILES	IkB signaling	Imprint erasure	p53ts 32C kill	p53ts 39C tox
CCOC(=O)N1CCC(N2C(=O)c3ccccc3C2Nc2ccccc2C)CC1 (stereo not drawn)	-2.2%	-12%	12%	19%
Cc1ccccc1N(CC(=O)NCc1ccc2c(c1)OCO2)C(=O)CCC(=O)Nc1ccccn1	-1.4%	-3%	5%	-12%
CN(C(=O)CSc1nc2ccccc2n1CCc1ccccc1)C1CCS(=O)(=O)C1 (stereo not drawn)	-0.7%	-12%	1%	-4%
O=C1NC(=O)c2cc(NC(=O)C3CCCCC3)ccc21	1.5%	-3%	18%	4%

Continuation:
SMILES	IkB signaling	Imprint erasure	p53ts 32C kill	p53ts 39C tox
CCn1c2ccccc2c2cc(NC(=O)N3CCOCC3)ccc21	-4.5%	-14%	5%	-7%
COCCn1c(SC(C)C(=O)Nc2ccc3c(c2)OCCO3)nc2ccccc2c1=O (stereo not drawn)	1.9%	-16%	-3%	-2%
Cc1ccc2c(c1)N(Cc1ccncc1)C(=O)C(C)O2 (stereo not drawn)	0.9%	22%	9%	10%
COc1ccc(C(=O)NCCn2ccc3ccccc32)cc1OC	?	-23%	-13%	-7%
Cn1c(=O)c(CCc2ccccc2)nc2cnc(N3CCOCC3)nc21	-3.6%[11.4 µM]	-7%	0%	-5%
OCCN1CCN(c2nc(N3CCCCC3)nc(N3CCCCC3)n2)CC1	2.1%	-7%	-5%	1%
CCCn1nnc(NC(=O)COc2ccc(Cl)cc2)n1	-0.4%	-12%	1%	0%
CCCOc1ccc(C(=O)Nc2ccc3oc(-c4ccncc4)nc3c2)cc1	2.2%	-13%[10.9 µM]	8%	13%
FC(F)(F)c1cccc(N2CCN(c3nc4ccccc4n4cnnc34)CC2)c1	?	-8%[10.9 µM]	-2%	16µM*
COC(=O)c1cc(S(=O)(=O)NCC2CCN(Cc3ccccc3F)CC2)c[nH]1	-3.1%	-6%[10.9 µM]	-2%	7%
O=C(O)c1cccc(Cn2cc(Br)cn2)c1	0.3%	-5%	2%	5%
